# High-throughput results from PubChem BioAssay.
# CHT block – inhibitors of human choline transporter CHT. CHT-expressing cells, membrane potential dye, choline response; active compounds read low. B-score at 10 µM. AID 488975. Q9GZV3. hit rate 0.86% among 310,000;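 active = B-score over 3 SD under the library average, and starting fluorescence ratio not unusually high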;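 also: choline stimulus applied at its EC90 after an EC20 pre-addition; B-score computed on integrated fluorescence ratio after choline addition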
# Target sequence (Q9GZV3 whole entry, looked up): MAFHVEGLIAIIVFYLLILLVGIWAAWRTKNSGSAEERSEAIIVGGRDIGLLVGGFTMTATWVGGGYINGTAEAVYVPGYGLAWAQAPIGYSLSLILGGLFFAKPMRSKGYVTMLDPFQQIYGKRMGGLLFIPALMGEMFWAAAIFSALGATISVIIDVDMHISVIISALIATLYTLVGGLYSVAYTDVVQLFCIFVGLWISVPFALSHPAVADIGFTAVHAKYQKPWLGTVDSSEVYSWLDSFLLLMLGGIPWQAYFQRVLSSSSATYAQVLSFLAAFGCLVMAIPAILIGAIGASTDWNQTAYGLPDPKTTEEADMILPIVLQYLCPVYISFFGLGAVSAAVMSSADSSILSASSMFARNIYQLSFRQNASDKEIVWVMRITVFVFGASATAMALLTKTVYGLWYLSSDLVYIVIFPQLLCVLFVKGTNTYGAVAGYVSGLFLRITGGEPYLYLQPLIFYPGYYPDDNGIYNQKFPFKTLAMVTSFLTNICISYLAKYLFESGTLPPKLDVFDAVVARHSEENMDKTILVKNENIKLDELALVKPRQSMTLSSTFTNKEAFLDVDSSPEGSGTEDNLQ
# CHT PAM – allosteric activators of human choline transporter CHT | CHT-expressing cells, membrane potential dye, choline EC20; active compounds read high; LV-AA mutant CHT in HEK293 cells | hit rate 0.49% among 310,000 | B-score at 10 µM | Q9GZV3;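 active = initial fluorescence not abnormally high and integrated response B-score, plate-corrected, over 3 SD above library mean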
# STK33 inh – inhibitors of human STK33 kinase; inhibition, % at 10 µM; purified STK33, MBP phosphorylation, ADP-Glo luminescence; Q9BYT3; AID 2661; hit rate 0.073% among 320,000;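 active = inhibition at or above 25%, using the most active replicate where run in duplicate; inactive = inhibition below 25%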
# Target sequence (Q9BYT3 whole entry, looked up): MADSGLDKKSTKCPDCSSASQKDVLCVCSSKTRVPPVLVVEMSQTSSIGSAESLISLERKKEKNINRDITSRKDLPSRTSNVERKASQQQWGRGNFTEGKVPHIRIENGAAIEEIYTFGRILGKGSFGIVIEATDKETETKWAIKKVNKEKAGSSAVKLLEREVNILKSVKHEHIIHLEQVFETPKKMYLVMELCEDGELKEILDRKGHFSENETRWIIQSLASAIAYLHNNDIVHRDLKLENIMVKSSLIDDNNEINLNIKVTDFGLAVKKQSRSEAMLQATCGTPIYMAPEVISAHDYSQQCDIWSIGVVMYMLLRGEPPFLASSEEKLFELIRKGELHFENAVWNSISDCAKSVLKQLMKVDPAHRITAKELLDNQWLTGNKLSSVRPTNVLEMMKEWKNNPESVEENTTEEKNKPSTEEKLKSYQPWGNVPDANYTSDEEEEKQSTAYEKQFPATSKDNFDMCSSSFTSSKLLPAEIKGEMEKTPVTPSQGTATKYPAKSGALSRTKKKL
# Starred values were filed as active, the others as inactive; i = inactive; · = no result given.
SMILES,CHT block,CHT PAM,STK33 inh
O=C(Cn1ccc(C(F)(F)F)n1)N/N=C/c1ccc2c(c1)OCO2,i,i,-2.6
O=C(Nc1nccs1)c1ccc(Br)o1,i,i,0.9
C=CCn1cnc2scc(-c3ccccc3)c2c1=O,i,i,1.8
CCOCCCNS(=O)(=O)c1ccc2c(c1)oc(=O)n2CC(=O)OCC,i,i,-0.1
COc1cc(C(=O)Oc2ccccc2/C=N/NC(=O)c2ccc(Cl)cc2)cc(OC)c1OC,i,i,-1.8
O=C(Nc1ccccc1Cl)c1ccccc1S(=O)(=O)c1ccccc1[N+](=O)[O-],i,i,-2.2
CC1(C)CC(=O)CC(C)(C)N1OC(=O)c1ccccn1,i,i,-1.2
Cc1cc(C)c(C#N)c(SCc2nnc(-c3ccccc3[N+](=O)[O-])o2)n1,i,i,-0.9
NC(=O)c1oc2ccccc2c1NC(=O)c1ccco1,i,i,13.9
CCN1CCN(C(=O)c2ccc(OCC(=O)Nc3ccc(F)cc3)c(OC)c2)CC1,i,i,3.8
O=C(OC(C(=O)NCc1ccc2c(c1)OCO2)c1ccncc1)c1ccc(Cl)nc1 (stereo not given),i,i,-0.9
CCCCNC(=O)CSc1nnc(Cc2ccc(Cl)c(Cl)c2)c(=O)[nH]1,i,i,1.0
CCOc1cc(/C=C2/C(=N)N3OC(C)=CC3=NC2=O)ccc1OCCOc1ccccc1,i,i,-2.5
CC(Oc1ccc(F)cc1)C(=O)Nc1cc(S(=O)(=O)N2CCCCC2)ccc1N1CCOCC1 (stereo not given),i,i,-1.2
COc1ccc(/C=N/OCC(=O)Nc2ccc3c(c2)OCO3)c(OC)c1,i,i,1.8
CC1CCC/C(=C\Nc2ccc(O)cc2)C1=O (stereo not given),i,i,2.0
C=CCc1c(C)nc2c(OC)cccc2c1Cl,i,i,0.3
COCCn1c(SCc2ccc(OC)c(F)c2)nc2ccccc2c1=O,i,i,-1.1
CCOC(=O)C1=C(c2ccccc2)N(C)C(=O)NC1c1ccc(OC(F)F)c(OC)c1 (stereo not given),i,i,-0.3
CCc1ccc2nc(N(CCCN(C)C)C(=O)c3ccc(S(=O)(=O)N4CCCc5ccccc54)cc3)sc2c1,i,i,0.9
Cc1ccc(Cc2cnc(NC(=O)c3cccs3)s2)cc1,i,i,-0.9
COc1ccc(S(=O)(=O)N2CCc3ccccc32)cc1C(=O)O,i,i,-2.1
COc1cc(C)nc(N(C)C(C)=O)n1,i,i,0.0
O=C1NC(=Nc2cccc([N+](=O)[O-])c2)SC1(CO)CO,i,i,0.4
Cc1ccc(C(=O)NC2CCN(CC(=O)NC3CCC(C)CC3)CC2)cc1 (stereo not given),i,i,-1.3

# Exported with each value named: entries from further up.
structure: CCOC(=O)C1=C(c2ccccc2)N(C)C(=O)NC1c1ccc(OC(F)F)c(OC)c1 (stereo not given)
  CHT block = i; CHT PAM = i; STK33 inh = -0.3

structure: CCc1ccc2nc(N(CCCN(C)C)C(=O)c3ccc(S(=O)(=O)N4CCCc5ccccc54)cc3)sc2c1
  CHT block = i; CHT PAM = i; STK33 inh = 0.9

structure: Cc1ccc(Cc2cnc(NC(=O)c3cccs3)s2)cc1
  CHT block = i; CHT PAM = i; STK33 inh = -0.9

structure: COc1ccc(S(=O)(=O)N2CCc3ccccc32)cc1C(=O)O
  CHT block = i; CHT PAM = i; STK33 inh = -2.1

# Remaining list, next part.
SMILES,CHT block,CHT PAM,STK33 inh
COc1cccc(-c2nc(CS(=O)(=O)CC(=O)NCCC(C)C)c(C)o2)c1,i,i,1.6
CC(C)Cc1nc2oc3c(=O)[nH]cnc3c2c2c1CCCC2,i,i,0.3
CCOc1ccc2ncc(S(=O)(=O)c3ccccc3)c(N3CCC4(CC3)OCCO4)c2c1,i,i,-1.8
N#Cc1ccsc1NC(=O)CSc1nnc(-c2ccccc2)o1,i,i,0.2
COc1cccc(NC(=O)Nc2cccnc2)c1,i,i,0.7
COC(=O)c1cc(CSc2nc3ccc(C)cc3[nH]2)oc1C,i,i,-0.5
COc1ccccc1N1CCN(C(=O)c2ccc(Cn3c(=S)[nH]c4cc5c(cc4c3=O)OCO5)cc2)CC1,i,i,-0.6
Cc1nn(Cc2c(F)c(F)c(F)c(F)c2F)c(C)c1NC(=O)c1ccc(COc2ccc(F)cc2)o1,i,i,-1.0
CCOC(=O)c1cc(NC(=O)c2ccccc2)c(=O)n2c1oc1ccccc12,i,i,-1.7
N=C1CCC(=N)c2c1c(O)c1ccccc1c2O,i,i,32.6*
C=C1CCN([C@H](C(=O)NCc2ccc(Cl)c(Cl)c2)C(C)C)S(=O)(=O)c2ccccc21,i,i,-2.1
CN(C(=O)COC(=O)c1cc(NS(=O)(=O)c2cc([N+](=O)[O-])ccc2Cl)ccc1O)C1CCCCC1,i,i,-0.9
Cc1cc(C(=O)COC(=O)CNC(=O)c2ccccc2)c(C)n1CC1CCCO1 (stereo not given),i,i,-1.3
O=C(Nc1ncccc1O)c1ccc(S(=O)(=O)N2CCCC2)cc1,i,i,-0.7
CC(=O)N1C(=O)c2cccc3cccc(c23)C(=O)N1C(C)=O,i,i,1.0
Oc1oc(-c2ccc(Br)cc2)nc1C=Nc1ccc(Br)cn1,i,i,0.3
CN(C(=O)c1c[nH]c(=O)cc1C(F)(F)F)c1ccc(Cl)cc1,i,i,-1.6
COc1ccc(-c2cc(C(F)(F)F)nc(S(C)(=O)=O)n2)cc1,i,i,·
CC(=O)N1c2ccc(S(=O)(=O)NCC3CCC(C(=O)NCc4ccccc4)CC3)cc2CC1C (stereo not given),i,i,-0.1
O=C(Cc1ccc2c(c1)CCCC2)Nc1ccccc1Cl,i,i,-5.2
O=C(c1ccc2ncsc2c1)N1CCN(c2nc3ccccc3s2)CC1,i,i,-2.1
COc1ccc(OC(C)C(=O)N2CCN(c3ccccn3)CC2)cc1 (stereo not given),i,i,0.6
COc1cc(/C=N/N(C)c2ccccc2)cc(Cl)c1O,i,i,-1.7
O=C(/C=C/c1cccc([N+](=O)[O-])c1)c1ccc([N+](=O)[O-])o1,i,i,-1.6
Cc1cccc(Cn2c(=O)n(Cc3ccco3)c(=O)c3ccccc32)c1,i,i,-2.5

# 4 successive entries from above, for reference:
SMILES,CHT block,CHT PAM,STK33 inh
CC(=O)N1c2ccc(S(=O)(=O)NCC3CCC(C(=O)NCc4ccccc4)CC3)cc2CC1C (stereo not given),i,i,-0.1
O=C(Cc1ccc2c(c1)CCCC2)Nc1ccccc1Cl,i,i,-5.2
O=C(c1ccc2ncsc2c1)N1CCN(c2nc3ccccc3s2)CC1,i,i,-2.1
COc1ccc(OC(C)C(=O)N2CCN(c3ccccn3)CC2)cc1 (stereo not given),i,i,0.6

# Continued.
SMILES,CHT block,CHT PAM,STK33 inh
CCOc1ccc(Nc2nc(N)nc(CCl)n2)cc1,i,i,-0.2
CCOc1ccc(CCNC(=O)C(C)N2C(=O)CC(C)(C)Sc3ccccc32)cc1 (stereo not given),i,i,-0.9
C=CCn1c(CSc2nc3ccccc3s2)n[nH]c1=S,i,i,-1.4
c1ccc(-c2cn3cccnc3n2)cc1,i,i,-0.1
O=C(CSc1nc2ccccc2c(=O)n1Cc1ccco1)c1ccc(F)cc1,i,i,-1.1
CC(C)NC(=O)c1cccc2c1-c1ccccc1C2=O,i,i,0.0
COc1ccc2c(c1)-c1c(ssc1=S)C(C)(C)N2,-5.15*,i,1.5
NNC(=O)c1csc(Cc2c(Cl)sc3ccc(Cl)cc23)n1,i,i,-0.2
Cc1ccc(S(=O)(=O)N(c2nc(NC(C)C)nc(NC(C)C)n2)n2cnnc2)cc1,i,i,-0.3
COc1ccc(/C=C(/NC(=O)/C=C/c2ccccc2)C(=O)O)cc1,i,i,-1.3
O=C(Nc1ccccc1C(F)(F)F)C1CC(=O)N(c2ccccc2F)C1 (stereo not given),i,i,3.6
Cc1ccc(S(=O)(=O)N2CCN(C(=O)CNC(=O)c3sc4ccccc4c3Cl)CC2)cc1,i,i,-0.2
Cc1nc2ccc(NC(=O)N3CCCCC3)cc2nc1C,i,i,-2.6
COC(=O)Nc1ccccc1C(=O)N1CCC(O)(c2ccc(Cl)cc2)CC1,i,i,-0.7
CC1(c2ccccc2)NC(=O)N(CC(=O)Nc2ccc(N3CCOCC3)cc2N2CCOCC2)C1=O (stereo not given),i,i,0.3
CCCCS(=O)(=O)NC1=NCN(Cc2ccco2)CN1,i,i,0.6
COC(=O)C1(C(=O)OC)NOC2C(=O)N(c3ccc(Cl)cc3Cl)C(=O)C21 (stereo not given),i,i,-1.0
CCN(CC)CCOC(=O)c1ccc(NC(=O)CCNC(=O)Cn2ccc3ccccc3c2=O)cc1,i,i,-3.2
CN(Cc1ccccc1)C(=O)C1CCCN(Cc2ccc(Cl)cc2)C1 (stereo not given),i,i,-0.5
CN(C)CCN(C(=O)c1ccc(C(=O)c2ccccc2)cc1)c1nc2cc3c(cc2s1)OCCO3,i,i,3.0
Cc1cccc(NC(=O)c2cn(-c3ccccc3)nc2-c2ccccc2)c1,i,i,0.1
CC1Cc2ccccc2N1S(=O)(=O)c1cccc(C(=O)N2CCN(c3ncccn3)CC2)c1 (stereo not given),i,i,-0.7
COc1ccc(C(=O)C2CC2c2ccc3c(c2)OCO3)cc1 (stereo not given),i,i,0.0
Cc1c(C#N)c(O)n(CCO)c(=O)c1N=Nc1ccc(S(N)(=O)=O)cc1,i,i,-0.3
COc1cccc(C(=O)CC(C(=O)O)c2ccc(Cl)cc2)c1 (stereo not given),i,i,-0.9
# Other entries.
SMILES,CHT block,CHT PAM,STK33 inh
CCc1ccc(N/C(SCc2ccccc2C)=C(/C#N)C(=O)NCc2ccco2)cc1,i,i,-0.8
Cc1ccc2ncc(NC(=O)c3ccc(F)cc3)c(=O)n2c1,i,i,-0.7
C[n+]1ccc(/C=C/c2cccs2)cc1,i,i,-2.2
Cc1[nH]nc2c1C(=O)CC(C)(C)C2,i,i,0.5
O=C(CN1C(=O)COc2ccccc2C1=O)c1ccc2c(c1)OCCO2,i,i,-1.1
CC1CCCN(S(=O)(=O)c2ccc(S(=O)(=O)NC(C)c3cccs3)cc2)C1 (stereo not given),i,i,-0.2
CCOC(=O)c1c(C)c(C(=O)NCCN2CCOCC2)c(C)n1C,i,i,-0.6
CCC1Nc2ncnc(N3CCCCC3)c2N(Cc2ccc(Br)cc2)C1=O (stereo not given),i,i,-0.4
Cc1nc2nc[nH]n2c(=O)c1C/C=C/c1ccccc1,i,i,-1.4
COC(=O)C1=C(C)Nc2c(c(=O)n(C)c(=O)n2C)C1c1ccc(Cl)cc1 (stereo not given),i,i,-1.6
Cc1ccc(/C=N/n2c(-c3ccc(Cl)cc3)n[nH]c2=S)o1,i,i,-0.5
Cc1ccc(N=Nc2c(N)[nH]n3c(=O)cc(-c4ccccc4)nc23)cc1,i,i,1.0
CC(C)CC(NC(=O)C(CC(C)C)NC(=O)C(Cc1ccc(OCc2ccccc2)cc1)NC(=O)OC(C)(C)C)C(N)=O (stereo not given),i,i,0.1
O=C(Nc1ccc(Oc2cccnc2)cc1)c1ccccc1F,i,i,0.2
O=C(NCCc1ccccn1)c1nc(Cn2cc(Br)cn2)no1,i,i,0.5
COC(=O)CC(c1ccc(C(C)C)cc1)n1cccc1 (stereo not given),i,i,-1.6
COC(=O)c1ccc(COc2ncnc3c(Cl)cc(Cl)cc23)o1,i,i,-0.7
COc1ccc(C(=O)NC(=S)Nc2ccc3oc(=O)ccc3c2)cc1OC,i,i,-3.9
O=C(CC1SC(=O)N(c2ccccc2)C1=O)Nc1ccc(Br)cc1 (stereo not given),i,i,-1.1
COCCNS(=O)(=O)c1ccc(F)c(OC)c1,i,i,4.2
C/C(=N/NC(=O)CN1CCN(Cc2ccccc2Cl)CC1)c1cccs1,i,i,-1.8
NS(=O)(=O)c1ccc(-c2ccc(/C=N/NC(=O)c3ccccc3O)o2)cc1,i,i,0.2
CC(=O)Nc1ccccc1OCC(=O)N(Cc1ccccc1)C(C)C,i,i,-1.1
Cc1ccc(C2(C)NC(=O)N(CC(=O)NCc3cccc(Cl)c3)C2=O)cc1 (stereo not given),i,i,-2.4
CCn1c(C)c(C)c2cc(C(=O)NCCCN3CCCC3)ccc21,i,i,-0.1
# (cont.)
SMILES,CHT block,CHT PAM,STK33 inh
CNc1c([N+](=O)[O-])cnn1-c1ccccc1F,i,i,-1.8
O=C1CC(c2ccccc2)CC2=C1C(c1ccccn1)Nc1ccccc1N2 (stereo not given),i,i,-2.5
O=C(CN1CCc2ccccc2C1)NC1CCCC1,i,i,-1.1
O=C(O)c1cccc(Nc2ncnc3c2cnn3-c2ccccc2)c1,i,i,-1.2
COc1ccc(OC)c(/C=N/NC(=O)c2[nH]ncc2Br)c1,i,i,-0.1
Cc1cccnc1NC(=O)c1ccc(S(=O)(=O)N2CCCCCC2)cc1,i,i,-0.2
COc1cc(/C=N/NC(=O)C(Cc2c[nH]c3ccccc23)NC(=O)OCC(C)C)cc([N+](=O)[O-])c1OCc1ccccc1 (stereo not given),i,i,0.3
COCCNC(=O)C(=O)Nc1cc2c3c(c1)CCC(=O)N3CCC2,i,i,1.1
CC(=O)c1ccc(N2CCN(S(=O)(=O)c3ccc4c(c3)NC(=O)CC(=O)N4)CC2)cc1,i,i,0.8
CSc1cccc(CNC(=O)C2CCC(=O)N(Cc3cccc(C(F)(F)F)c3)C2)c1 (stereo not given),i,i,0.1
COc1ccc(-c2nc(-c3ccccc3)c(-c3cccs3)[nH]2)cc1OC,i,i,1.1
CCCCCn1c(=NC(C)=O)c(C#N)cc2c(=O)n3ccccc3nc21,i,i,0.0
O=C(C1CCN(S(=O)(=O)c2cccc3nsnc23)CC1)N1CCc2ccccc2C1,i,i,1.0
O=C(c1ccc(-n2nc(C(F)(F)F)c3c2CCCC3)cc1)N1CCOCC1,i,i,-2.6

# Compounds as they come; 1.5% or so of the library scored in one or more.
